TRPV1 agonist: agonists of human vanilloid receptor 1 (TRPV1); Q8NER1; TRPV1-expressing cells, Fluo-8 calcium influx, agonist mode; activation, % at 8.33 µM; 320,000 tested, 0.19% active; in the data active means activation above about 80%; inconclusive means between about 30% and that limit; further: 0% is about no effect
Target sequence (Q8NER1 whole entry, looked up): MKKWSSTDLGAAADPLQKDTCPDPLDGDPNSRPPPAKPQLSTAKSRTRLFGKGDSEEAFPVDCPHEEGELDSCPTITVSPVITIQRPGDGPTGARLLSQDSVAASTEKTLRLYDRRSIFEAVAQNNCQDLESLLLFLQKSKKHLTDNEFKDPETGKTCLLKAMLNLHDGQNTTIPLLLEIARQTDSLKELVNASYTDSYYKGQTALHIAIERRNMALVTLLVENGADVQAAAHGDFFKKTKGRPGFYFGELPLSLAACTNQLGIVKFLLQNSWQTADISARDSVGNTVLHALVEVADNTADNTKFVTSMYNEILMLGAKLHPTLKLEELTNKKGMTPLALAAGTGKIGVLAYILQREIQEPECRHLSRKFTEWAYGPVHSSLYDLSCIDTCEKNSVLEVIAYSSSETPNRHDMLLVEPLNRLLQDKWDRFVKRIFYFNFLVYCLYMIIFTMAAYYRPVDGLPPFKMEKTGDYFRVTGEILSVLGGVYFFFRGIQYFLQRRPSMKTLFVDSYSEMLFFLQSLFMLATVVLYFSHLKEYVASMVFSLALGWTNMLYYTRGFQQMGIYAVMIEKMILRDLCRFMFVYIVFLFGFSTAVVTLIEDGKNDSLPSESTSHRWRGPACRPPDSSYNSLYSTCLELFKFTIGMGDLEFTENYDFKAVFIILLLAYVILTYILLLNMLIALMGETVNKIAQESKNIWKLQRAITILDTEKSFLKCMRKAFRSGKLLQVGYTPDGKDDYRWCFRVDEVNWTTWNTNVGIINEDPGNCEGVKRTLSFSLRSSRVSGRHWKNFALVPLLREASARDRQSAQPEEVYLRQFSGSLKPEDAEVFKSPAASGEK
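Fluo-8 calcium influx in TRPV1-expressing cells, kinetic read (ex 480/em 520 nm). Compound added and read 3 min for agonist activity, followed by capsaicin at EC20 final and 2 min further read for enhancement.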
Tb PFK block: T. brucei PFK enzyme inhibition; Potency, µM (titrated, usually from 57.5 µM), for the others: at the highest dose activity, negative = inhibition, most hits filed as inhibitors; AID 485367; T. brucei PFK, ADP-Glo luminescence; 330,000 tested, 0.17% active;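 further: potency means the concentration at half of the fitted maximal effect; 0% = uninhibited 1x PFK enzyme wells and -100% = no-enzyme wells; nearly all actives have a fitted effect of over 60% in size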
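In TEA buffer at pH 8.0 with 5 mM MgCl2, enzyme (1.25 nM) converted F6P (0.5 mM) and ATP (0.1 mM) for 45 min at room temperature. ADP product was read by luciferase luminescence.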
ELG1 DNA repair: blocks ELG1-dependent DNA repair in HEK293T cells. HEK293T ELG1-luciferase reporter, luminescence, 16 h; DNA damage induced by 5-fluorouridine. Potency, µM (doses to about 46.1 µM), without a hit: at the top dose activity change, negative = inhibition, usual class: inhibitors. 330,000 tested, 2.3% active; further: potency means the concentration at half of the fitted maximal effect; on the % scale 0 is the no-effect control and ±100 the full control effect; nearly all actives have a fitted effect of over 55% in size
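Overnight (16 hr) co-exposure of 2,000 cells/well to 5-fluorouridine and compound at 37 °C preceded detection. Luciferase was quantified via ONE-Glo luminescence; loss of signal denotes inhibition.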
VP16 counter: Gal4-VP16 reporter inhibition counter-screen; Potency, µM (doses to about 53.6 µM), without a hit: at the highest dose activity, negative = inhibition, hits mostly inhibitors; Drosophila S2 Gal4-VP16 UAS-luciferase, luminescence, 20 h; 310,000 tested, 3.5% active;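 further: Gal4-VP16 expression switched on by copper sulfate through the metallothionein promoter; potency means the concentration at half of the fitted maximal effect; on the % scale 0 is the no-effect control and ±100 the full control effect; nearly all actives have a fitted effect of over 50% in size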
p53 reactivation: re-activators of mutant p53; 320,000 tested, 0.063% active; H1299 p53-A138V BP100-luciferase reporter, luminescence, 24 h; Potency, µM (highest dose often 92.2 µM), inactives show at the top dose activity change, positive = activation, most hits filed as activators; further: potency means the concentration at half of the fitted maximal effect; % of control where 0% means no effect; nearly all actives have a fitted effect of over 45% in size
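p53-null H1299 cells stably carrying temperature-sensitive p53-A138V and a BP100-luciferase reporter were pinned with compounds (4-point, 1:5 series) and held 24 hrs at 37 deg C. Luminescence was read 10 min after detection reagent.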
BRCA1 expr up: activators of BRCA1 expression. MCF7-BRCA1-FFLuc reporter, luminescence, 48 h; response scale: scaled: vehicle 0%, 10 µM genistein 100%. Potency, µM (doses to about 46.1 µM), inactives show at the top dose activation, usual class: activators. 380,000 tested, 1.1% active. AID 624202; further: potency means the concentration at half of the fitted maximal effect; nearly all actives have a fitted effect of over 80% in size; some results filed as inactive show a strong effect at the top dose
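Cells: MCF7-BRCA1-FFLuc, 2000/well. Exposure: 48 h, 37 °C, 5% CO2. Read: luminescence, 15 min post-substrate. Controls: genistein 10 microM (maximal activation), DMSO (neutral).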
RORgamma inh: inhibitors of mouse ROR gamma transcriptional activity. P51450. Drosophila S2 Gal4-RORgamma UAS-luciferase reporter, 20 h. Potency, µM (doses to about 53.6 µM), for inactives: at the top dose activity change, negative = inhibition, usual class: inhibitors. 310,000 tested, 5.4% active; further: potency means the concentration at half of the fitted maximal effect; on the % scale 0 is the no-effect control and ±100 the full control effect; nearly all actives have a fitted effect of over 60% in size
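Schneider cells (Drosophila), stable Gal4 DBD–ROR gamma + UAS-luc; 1 hr cmpd preincubation; Cu2+ induction 700 uM final; 20 hr ambient; luminescence.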
NPC1 promoter act: NPC1 promoter activation. Huh7 NPC1 promoter luciferase reporter, 24 h. Potency, µM (titrated, usually from 9.22 µM), without a hit: top-dose activation, most hits filed as activators. 320,000 tested, 2.4% active;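 further: potency means the concentration at half of the fitted maximal effect; % of control where 0% means no effect; nearly all actives have a fitted effect of over 60% in size; reporter is driven by a mutant NPC1 promoter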
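In 1536-well qHTS, Huh7 cells harboring an NPC1 promoter–luciferase construct received compound for 24 h; activation was quantified by luminescence following luciferase reagent addition.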
FLuc counter: firefly luciferase modulation, counter-screen for miR-21 project. purified FLuc, Km substrates, luminescence inhibition. Potency, µM (doses to about 57.5 µM), inactives show top-dose activity change, negative = inhibition, hits mostly inhibitors. AID 588342. P08659. 360,000 tested, 6.9% active;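 further: potency means the concentration at half of the fitted maximal effect; plate controls were vehicle for no effect and reference inhibitor for full effect; nearly all actives have a fitted effect of over 55% in size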
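Biochemical qHTS of compounds, final roughly 60 µM downward over six points, against 10 nM purified firefly luciferase using Km concentrations of substrates (10 uM D-luciferin, 10 uM ATP) in Tris acetate pH 7.5 buffer; luminescence output.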
Rab9 promoter act: activates the Rab9 promoter; Huh7 Rab9 promoter-luciferase reporter, luminescence, 24 h; Potency, µM (series often up to 9.22 µM), inactives show at the top dose activation, negative = inhibition, usual class: activators; 320,000 tested, 2.8% active; AID 485297; further: potency means the concentration at half of the fitted maximal effect; % of control where 0% means no effect; nearly all actives have a fitted effect of over 60% in size
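Luminescence read-out: Huh7 cells stably expressing Rab9-luciferase, treated 24 h with compound at 37 °C, then lysed with luciferase reagent for 10 min at ambient before reading.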
ELG1 genotox: inducers of genotoxicity in HEK293T ELG1-luciferase cells | HEK293T ELG1-luciferase reporter, luminescence, 16 h | Potency, µM (highest dose often 46 µM), for the others: top-dose activity change, positive = activation, actives largely listed as activators | 330,000 tested, 1.3% active; further: potency means the concentration at half of the fitted maximal effect; % of control where 0% means no effect; nearly all actives have a fitted effect of over 60% in size
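Quantitative HTS format in 1536-well plates. HEK293T ELG1-luciferase reporter cells receive test compound and are incubated 16 hr at 37 °C, 5% CO2; ONE-Glo added, 30 min room temperature, then luminescence read.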
The depositor's hits bear a star; u = inconclusive; x = no result given; [ ] = dose if it differs, or a comment. Unless noted, the call rests on the fitted dose curve; in most records, active means well fitted curve in the direction sought with a large enough effect; inconclusive means small, poorly fitted or top-dose-only effect, or another doubt; inactive means no such curve, though single readings can be large; an effect the other way counts as inactive or inconclusive.

SMILES	TRPV1 agonist	Tb PFK block	ELG1 DNA repair	VP16 counter	p53 reactivation	BRCA1 expr up	RORgamma inh	NPC1 promoter act	FLuc counter	Rab9 promoter act	ELG1 genotox
CC1CCCCN1C(=O)C1CCN(c2nc(-c3ccccc3)nc3c2CCC3)CC1 (stereo not given)	27	-1%	u	-7%	-2%	-68%	-22%	-2%	6%	0%	-2%[9.26 µM]
COc1cc(Cl)c(C)cc1NC(=O)COC(=O)c1cnc(C)cn1	-1	0%	18%	-2%	15%	-10%	1%	2%	0%	-2%	3%
OCCC1CN(CC2CCCCC2)CCN1CC1CCCCC1 (stereo not given)	12	1%	0%	8%	x	-17%	-25%	3%	1%	5%	-12%
CN1c2ccccc2C(=O)C(=C2SCCCS2)S1(=O)=O	3	0%	-15%	-4%	21%	36%	22%	1%	19µM*	-3%	-1%
CSc1ccc(OCC(=O)Nc2ccc(N3CCOCC3)c(Cl)c2)cc1	3	1%	-29%	x	x	-9%	x	-1%	-18%	5%	-6%
Cc1cccc(NC(=O)c2ccccc2Br)n1	0	-2%	u	5%	14%	0%	-34%	8%	u	-6%	16%
CCOc1ccccc1-c1nc(-c2cc3ccc(C)cc3[nH]c2=O)no1	1	4%	u	23%	1%	-1%	u	2%	2%	0%	0%
COC(=O)c1ccc(CN2CCC(n3nccc3NC(=O)C3CC3)CC2)cc1	-1	-1%	2%	7%	-3%	-15%	7%	-10%	-4%	-6%	-2%
COc1cccc(CNC(=O)C2CCN(S(=O)(=O)c3ccc4c(c3)OCCO4)CC2)c1	-3	0%	-9%	7%	4%	-6%	2%	1%	-1%	0%	5%
COc1cc(OC)c2c(=O)cc(-c3cccnc3)oc2c1	3	0%	u	-6%	7%	0%	-17%	-3%	u	1%	u
COc1ccc(C2C(C#N)=C(N)Oc3n[nH]c(C)c32)cc1CN1CCN(c2ccc(F)cc2)CC1 (stereo not given)	-1	-1%	u	-4%	4%	-1%	-8%	5%	4%	2%	1%
CCN(CC)c1ccc(C2CC(=O)Nc3cc(OC)c(OC)cc32)cc1 (stereo not given)	3	-3%	u	3%	-1%	-43%	17%	-13%	-1%	2%	0%
N#Cc1ccc(/C=N/NC(=O)c2ccccc2F)cc1	23	-3%	u	6%	u	16%	17%	23%	u	10%	u
COc1ccc(OC)c2c(C)cc(N3CCN(C(=O)c4ccc(C)cc4)CC3)nc12	-2	3%	u	-4%[10 µM]	-2%	4%	-12%	-2%	1%	-7%	-12%
CC1CCCCN1C(=O)CSc1nnc(-c2cccs2)o1 (stereo not given)	25	1%	u	-2%	u	98%	-19%	3.5µM*	21µM*	2.2µM*	u
C=CCN(C(=O)c1ccc2c(c1)nnn2C)c1ccccc1	-4	0%	14%	-7%	3%	-2%	-7%	-4%	-1%	15%	6%
CCOC(=O)CCCC(=O)N1CCOCCOCCOCC1	-9	-25%	11%	-15%	1%	-19%	u	13%	0%	-5%	-1%
COc1cc2ccccc2cc1C(=O)NC(=S)Nc1nnn(C)n1	-3	1%	0%	1.1µM*	0%	1%	1µM*	-8%	-1%	0%	9%
c1ccc2c(c1)N1CCN=C1N2CCN1CCCCC1	-1	0%	12%	1%	-23%	-3%	-11%	0%	-1%	3%	-1%
COc1ccc(N2C(=O)C(Cc3ccccc3)NC2=S)cc1 (stereo not given)	-1	-5%	-1%	2%	7%	-22%	-5%	-1%	-5%	-6%	2%
COc1ccc(S(=O)(=O)N2CCCCC2)cc1NC(=O)CSc1nccn1C	13	15%	11%	-8%	0%	-5%	31%	0%	1%	-1%	-12%
CCC/C(C(=O)NCCO)=C1/c2ccccc2C(=O)N1c1ccccc1	x	3%	12%	x	9%	-11%	x	x	x	x	0%
Cc1ccc(S(=O)(=O)N2CCC(C(=O)N3CCc4ccccc43)CC2)cc1C	6	7%	12%	x	2%	-4%	x	-8%	11%	-6%	-4%
Cc1ccnc(N2C(=O)c3ccccc3C2O)c1 (stereo not given)	-1	-30%	u	u	8%	20%	u	1µM*	6µM*	u	1.8µM*
O=C(NCc1ccco1)c1ccc(S(=O)(=O)N2CCOCC2)cc1	4	-8%	-3%	0%	11%	4%	12%	-7%	2%	4%	-3%

Structures above that have fluorine, in the order listed:
SMILES	TRPV1 agonist	Tb PFK block	ELG1 DNA repair	VP16 counter	p53 reactivation	BRCA1 expr up	RORgamma inh	NPC1 promoter act	FLuc counter	Rab9 promoter act	ELG1 genotox
COc1ccc(C2C(C#N)=C(N)Oc3n[nH]c(C)c32)cc1CN1CCN(c2ccc(F)cc2)CC1 (stereo not given)	-1	-1%	u	-4%	4%	-1%	-8%	5%	4%	2%	1%
N#Cc1ccc(/C=N/NC(=O)c2ccccc2F)cc1	23	-3%	u	6%	u	16%	17%	23%	u	10%	u

Later entries
SMILES	TRPV1 agonist	Tb PFK block	ELG1 DNA repair	VP16 counter	p53 reactivation	BRCA1 expr up	RORgamma inh	NPC1 promoter act	FLuc counter	Rab9 promoter act	ELG1 genotox
CCOC(=O)c1c(NC(=O)CN2C(=O)C(=O)N(CC(C)C)C2=O)sc(C)c1CC	0	-6%	-1%	x	-1%	-21%	x	1%	7%	3%	0%
O=C(O)C(=O)Nc1ccc(NC(=O)C(c2ccccc2)c2ccccc2)cc1	0	-10%	-2%	-10%	-4%	-9%	7%	-6%	0%	-2%	0%
COc1ccc(C(=O)NC(=C(Cl)Cl)S(=O)(=O)c2ccc(C)cc2)cc1	5	2%	0%	u	-42%[inhibitor]	-22%	u	-2%	-3%	-6%	3%
COC(=O)N/N=C(\C)c1ccc(OC(F)F)cc1OC(F)F	0	-8%	17%	-2%	-5%	-20%	8%	1%	2%	0%	4%
C=C(C)c1cccc(C(C)(C)NC(=O)NNC(=O)c2ccccc2O)c1	12	1%	-21%	1%	-3%	-11%	-1%	0%	-4%	-4%	-5%
CCn1c(SCc2nc3cc(OC)c(OC)cc3c(=O)[nH]2)nc2ccccc21	-1	5%	-15%	-3%	-4%	-6%	27%	-15%	-1%	-2%	-10%
O=C(Nc1ccc2c(c1)CCC2)c1cnn2c1NC(c1ccco1)CC2C(F)(F)F (stereo not given)	7	-1%	14%	-1%[0.365 µM]	13%	45%	u	3%	-18%	1%	u
Cc1ccc(C(=O)N2CCCC(c3ccccc3)=N2)cc1	u	-6%	3%	0%	1%	15%	-1%	1%	-18%	-4%	0%
CN(C)CCCN(Cc1cc2cc3c(cc2[nH]c1=O)OCO3)C(=S)Nc1cccc(Cl)c1	21	-15%	-1%	u	u	-46%	21%	-2%	-3%	-3%	12%
COc1ccc(C(CNC(=O)c2ccc(-c3ccccc3Cl)o2)N2CCOCC2)cc1 (stereo not given)	u	4%	-28%	x	-3%	-52%	x	0%	7%	-5%	-1%
CCc1nnc(NC(=O)CCC(=O)N2CCN(Cc3ccccc3)CC2)s1	-1	-6%	7%	-7%	-2%	3%	5%	1%	-5%	-1%	-1%
O=C(COc1ncnc2scc(-c3ccc(F)cc3)c12)NCc1ccco1	-11	3%	-2%	-2%	12%	-36%	34%	-1%	4%	11%	3%
Cn1c(N)c(C(=O)COC(=O)CSc2cccc3cccc(Cl)c23)c(=O)n(C)c1=O	0	-2%	-1%	-7%	7%	-21%	1%	-4%	-4%	-4%	-1%
CCOC(=O)C1(CCOc2ccccc2)CCN(Cc2ccc3nonc3c2)CC1	10	2%	-28%	-13%	4%	-30%	24%	-5%	-1%	-12%	8%
COc1ccc(NC(=O)c2ccc(Cl)c(S(=O)(=O)N3CCc4ccccc4C3)c2)cn1	u	-5%	u	u	-20%	-62%	-67%	-10%	-1%	-27%	-10%
O=C(COC(=O)c1cc([N+](=O)[O-])ccc1Cl)NC1CCCC1	2	5%	14%	-3%	1%	1%	1%	1%	2%	0%	-4%
COc1ccccc1C(c1nnnn1C(C)(C)C)N1CCN(C(=O)c2ccco2)CC1 (stereo not given)	-1	0%	-8%	-4%	-2%	-1%	-3%	-4%	8%	-6%	1%
COC(=O)C(CC(=O)O)NCc1ccco1 (stereo not given)	0	-4%	-2%	0%	10%	-9%	4%	1%	2%	-1%	-1%
Clc1ccc(Br)cc1-c1nc(-c2ccncc2)no1	1	-4%	u	26%	u	-32%	14%	2%	u	22%	21µM*
O=S(=O)(Cc1ccccc1)N1CCC(c2nc(-c3cccs3)no2)CC1	15	5%	-16%	13%	-1%	2%	4%	6%	-5%	11%	1%
C/C(=N\NC(=O)CCc1c[nH]c2ccccc12)c1cccc([N+](=O)[O-])c1	-1	-2%	-19%	-29%	-30%[inhibitor]	-6%	u	-3%	0%	-3%	-2%
CSc1ccccc1OCc1cc(C(=O)N(C)Cc2ccc(C)o2)no1	17	-10%	u	14%	u	11µM*	43%	u	17µM*	4µM*	u

High-throughput results deposited in PubChem by National Center for Advancing Translational Sciences (NCATS).

Compounds were not picked by outcome; about 15% have a hit in one of these screens.
